Bioassay records deposited in PubChem by several laboratories.
HIV Rev-RRE inh = HIV-1 Rev-RRE binding inhibitors, primary screen, biochemical, FRET, protein-RNA interaction. inhibition, % at 8 µM. 97,000 compounds, 0.79% hits. Rev peptide-RRE RNA binding. AID 704, 2007;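 active = inhibition above the screen-wide mean plus 3 SD, cut at about 35% in these data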;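 note: 0% = median DMSO wells and 100% = median Neomycin B control wells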
Target sequence (P05866 whole entry, looked up): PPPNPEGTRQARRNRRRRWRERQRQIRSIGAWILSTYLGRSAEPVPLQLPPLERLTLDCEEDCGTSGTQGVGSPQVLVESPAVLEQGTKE
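Assay system: Labelled RRE RNA duplex and labelled Rev peptide | Times: 5 min preincubation and 15 min binding, 25 °C | Detection: FRET, ex 480 nm, em 540 and 671 nm | Evaluation: % inhibition of FRET ratio versus controls | Benchmarks: DMSO wells as 0% and neomycin B wells as 100% inhibition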
CYP2C9 act = human CYP2C9 activators, primary screen, biochemical, luminescence; Cytochrome P450 2C9 (Homo sapiens), P11712; recombinant CYP2C9, luciferin-H conversion; active compounds read high; factor 1 = untreated enzyme, 0 = blocked; activation factor at 5 µM; 96,000 compounds, 1.4% hits; AID 1024, 2008;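 active = activation factor of 2 or more for CYP2C9 at a 5 µM dose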;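 note: 0 = sulfaphenazole-blocked wells and 1 = vehicle-only wells; values of inactives mirror those of a sister screen read the other way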
EphB4 ephrin blk = EphB4-ephrin-B2 interaction antagonists, primary screen, biochemical, TNYL-RAW peptide probe, fluorescence polarization. Ephrin type-B receptor 4 (Homo sapiens), P54760. EphB4 LBD / TNYL-RAW-Alexa532 peptide. 97,000 compounds, 0.15% hits. inhibition, % at 7 µM;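 active = inhibition above the screen-wide mean inhibition plus 3 SD, cut at about 15% in these data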;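 note: 0% = DMSO wells and 100% = excess unlabeled TNYL-RAW peptide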
PLK1 kinase inh = human PLK1 kinase inhibitors, primary screen, biochemical, TR-FRET; Serine/threonine-protein kinase PLK1 (Homo sapiens), P53350; recombinant PLK1 kinase, TR-FRET peptide phosphorylation; inhibition, % at 10 µM; 97,000 compounds, 0.53% hits; AID 619, 2007;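 active = inhibition of 50% or more in the single-concentration screen; inactive = inhibition below 50%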;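 note: 0% = DMSO max control and 100% = H-89 dihydrochloride min control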
CYP2C9 inh = blockers of cytochrome P450 2C9 activity – biochemical, luminescence, ADME assay, primary screen. CYP2C9 Supersomes, luciferin-H conversion. inhibition, % at 5 µM. 96,000 compounds, 20% hits. AID 777, 2007;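 active = blocking of liver enzyme CYP2C9 beyond about 50% at 5 µM, limit read from the data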; note: values of inactives mirror those of a sister screen read the other way
LYP inh 2 = PTPN22 phosphatase inhibitors, primary screen, biochemical, DiFMUP fluorescence, 2 µM | Tyrosine-protein phosphatase non-receptor type 22 (Homo sapiens), Q9Y2R2 | recombinant LYP catalytic domain | inhibition, % at 2 µM | 96,000 compounds, 0.21% hits | AID 640, 2007;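 active = inhibition at 2 µM at or above a set limit, the screen mean plus 3 SD, cut at about 24% in these data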;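 note: 0% = DMSO with enzyme and 100% = enzyme fully blocked by orthovanadate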
Target sequence (Q9Y2R2 whole entry, looked up, the tested form may be a part): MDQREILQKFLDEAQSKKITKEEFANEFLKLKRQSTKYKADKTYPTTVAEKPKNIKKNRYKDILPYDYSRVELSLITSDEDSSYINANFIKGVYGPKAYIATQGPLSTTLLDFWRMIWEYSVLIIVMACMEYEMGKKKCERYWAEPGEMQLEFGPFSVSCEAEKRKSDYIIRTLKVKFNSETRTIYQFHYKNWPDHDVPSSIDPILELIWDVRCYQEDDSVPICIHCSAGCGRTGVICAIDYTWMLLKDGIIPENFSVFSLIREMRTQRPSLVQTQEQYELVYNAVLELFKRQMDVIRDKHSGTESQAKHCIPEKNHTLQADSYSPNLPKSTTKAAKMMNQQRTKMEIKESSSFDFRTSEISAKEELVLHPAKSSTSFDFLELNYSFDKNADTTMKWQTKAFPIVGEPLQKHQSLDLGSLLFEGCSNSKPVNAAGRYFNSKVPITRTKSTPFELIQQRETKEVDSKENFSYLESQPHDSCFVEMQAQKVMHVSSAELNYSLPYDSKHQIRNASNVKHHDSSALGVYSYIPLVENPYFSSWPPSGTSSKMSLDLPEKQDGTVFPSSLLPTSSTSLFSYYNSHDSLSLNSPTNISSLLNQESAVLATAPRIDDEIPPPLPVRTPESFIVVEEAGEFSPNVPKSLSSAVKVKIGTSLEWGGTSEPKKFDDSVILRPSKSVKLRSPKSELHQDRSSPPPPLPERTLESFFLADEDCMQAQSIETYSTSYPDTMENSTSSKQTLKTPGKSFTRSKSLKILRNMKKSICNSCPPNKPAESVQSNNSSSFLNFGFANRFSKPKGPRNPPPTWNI
Plk1 PBD FP = Plk1 polo box domain binding inhibitors, primary screen, biochemical, fluorescence polarization; inhibition, %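 (tested at about 20 µM)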; Plk1 PBD phosphopeptide binding; Serine/threonine-protein kinase PLK1 (Homo sapiens), P53350; 97,000 compounds, 0.13% hits; in the data active = inhibition above about 34%, passing the limit was not always enough
LYP act = LYP phosphatase activators, primary screen, biochemical, DiFMUP fluorescence, 2 µM | recombinant LYP; 0 = plate median, 100 = signal doubled | AID 697, 2007 | activation, % at 2 µM | Tyrosine-protein phosphatase non-receptor type 22 (Homo sapiens), Q9Y2R2 | 96,000 compounds, 0.11% hits;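 active = activation at 2 µM above a set limit, the mean plus 5 SD, cut at about 37% in these data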
Calb biofilm kill = clotrimazole potentiators killing Candida biofilms, primary screen, with clotrimazole, Alamar Blue; C. albicans biofilm + clotrimazole; inhibition, % at 6 µM; 85,000 compounds, 0.14% hits; AID 834, 2007;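 active = inhibition above 20%; inactive = inhibition below 20%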;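 note: preformed 24 hr biofilms exposed to compound for 48 hr; 0% = biofilm without compound and 100% = blank killed by clotrimazole plus chlorhexidine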
Numbers without * were called inactive; . = no result given. Rows were taken by chance. About 20% of those tested had a hit in this group.

Each structure is followed by: HIV Rev-RRE inh	CYP2C9 act	EphB4 ephrin blk	PLK1 kinase inh	CYP2C9 inh	LYP inh 2	Plk1 PBD FP	LYP act	Calb biofilm kill
Cc1ccc(CN(C(=O)c2cc(=O)c3cc(Cl)c(C)cc3o2)C2CCS(=O)(=O)C2)cc1 (stereo not drawn)
    -0.8	0.5	3.8	-2.3	45.9	-0.7	-19.1	3.2	7.3
CCc1cccc(NC(=O)CN(c2ccc(OC)cc2)S(=O)(=O)c2c(C)n[nH]c2C)c1
    12.9	0.2	-8.1	-15.8	78.5*	-7.1	13.6	4.7	10.3
O=C1CCCC2=C1C(c1ccco1)Nc1ccc(C(=O)c3ccccc3)cc1N2 (stereo not drawn)
    3.6	0.7	2.2	-10.2	31.5	-20.1	19.0	17.9	9.3
CCOc1ccc(N(CC(=O)NC2CCCCC2)C(=O)CSc2nnc(COc3ccccc3)o2)cc1
    -0.6	.	-4.8	-9.9	.	-26.3	-6.6	25.4	5.5
Nc1nnc(COc2ccc(Br)cc2Br)s1
    -3.4	0.9	3.1	-11.3	5.8	-0.6	-1.7	-1.0	5.5
Cc1cc(C)cc(N2C(=O)C3CC=CCC3C2=O)c1 (stereo not drawn)
    8.0	1.2	7.3	-2.5	-21.4	11.6	1.8	-14.2	-0.1
CC(=O)CC(C)=NCCN=C(C)CC(C)=O
    8.7	1.1	3.1	-5.0	-7.9	1.3	-7.2	-3.9	3.4
CC(=O)c1cccc(Nc2nc(=O)c3cccnc3s2)c1
    3.6	0.2	-4.1	-2.2	78.2*	5.7	22.7	-3.4	3.9
COC(=O)NNC(=O)C(C)Oc1ccc(Cl)cc1Cl (stereo not drawn)
    -4.6	1	-4.6	-8.0	-0.9	2.0	9.2	-3.6	.
N#CC1=C(N)Oc2n[nH]c(-c3ccccn3)c2C1c1c(F)cccc1Cl (stereo not drawn)
    4.2	0.8	-2.4	4.5	17.3	-4.3	9.8	4.9	-1.0
CC(C)c1nnc(NC(=O)c2c(O)c3cccc4c3n(c2=O)CCC4)s1
    5.7	0.4	0.7	-3.4	62.6*	-3.4	-17.3	0.1	6.2
COc1cccc(OC)c1OCCCCCc1c(C)n[nH]c1C
    5.0	0.7	-1.3	-3.5	31.5	-4.0	-11.0	1.3	2.4
FC(F)(F)c1nnc(-c2ccccc2)nc1N1CCOCC1
    2.3	0.8	-6.0	-8.6	17.4	2.5	-35.0	-4.9	.
COc1ccc(N2CCN(c3ncnc4c3nnn4Cc3ccccc3Cl)CC2)cc1
    3.9	.	4.0	-9.9	.	3.0	14.5	-4.3	9.1
CCC(C)NC(=O)CSc1nnc(-c2ccoc2C)n1CC1CCCO1 (stereo not drawn)
    5.6	0.9	0.5	0.1	9.7	10.0	-9.4	-8.4	6.7
O=C(CCC(=O)N1CCc2ccccc21)Nc1ccccc1
    7.0	0.6	3.2	-3.3	36.9	4.8	6.7	-2.6	10.0
Cc1csc(Sc2ccc([N+](=O)[O-])cc2C(=O)OCC(=O)NC2CCCC(C)C2C)n1 (stereo not drawn)
    2.3	0.5	0.8	-5.1	50.3*	-4.3	7.2	0.8	10.0
Cc1cc(NCCO)nc(-n2nc(C)cc2C)n1
    10.8	1.2	8.2	-1.9	-23.9	-6.9	-9.6	6.7	0.8
c1ccc(-c2nn3c(Cn4nnc5ccccc54)nnc3s2)cc1
    4.5	0.9	2.0	-9.5	12.9	0.0	-9.2	-0.8	2.8
CC1=C(C(=O)OCC2CCCO2)C(c2cccc(O)c2)NC(=O)N1 (stereo not drawn)
    0.5	0.8	5.9	-6.5	19.5	-5.3	-5.0	6.5	2.0

Entries shown so far with a furan ring, fused or not, in the order listed:
Each structure is followed by: HIV Rev-RRE inh	CYP2C9 act	EphB4 ephrin blk	PLK1 kinase inh	CYP2C9 inh	LYP inh 2	Plk1 PBD FP	LYP act	Calb biofilm kill
O=C1CCCC2=C1C(c1ccco1)Nc1ccc(C(=O)c3ccccc3)cc1N2 (stereo not drawn)
    3.6	0.7	2.2	-10.2	31.5	-20.1	19.0	17.9	9.3
CCC(C)NC(=O)CSc1nnc(-c2ccoc2C)n1CC1CCCO1 (stereo not drawn)
    5.6	0.9	0.5	0.1	9.7	10.0	-9.4	-8.4	6.7

(next part)
Each structure is followed by: HIV Rev-RRE inh	CYP2C9 act	EphB4 ephrin blk	PLK1 kinase inh	CYP2C9 inh	LYP inh 2	Plk1 PBD FP	LYP act	Calb biofilm kill
O=C(C/C=N\OCc1c(Cl)cccc1Cl)Oc1ccc(Cl)cc1Cl
    6.3	1.1	-1.7	-12.2	-11.3	6.2	-6.6	-5.1	1.1
CCCCCn1c(CN2CCCCC2C)nc2c1c(=O)n(C)c(=O)n2C (stereo not drawn)
    -1.1	1.2	-4.3	-6.7	-20.8	1.2	16.6	-2.7	4.4
Cn1c(=O)c2c(nc(NC3CCCCC3)n2CC(O)COc2ccccc2)n(C)c1=O (stereo not drawn)
    -2.7	0.5	4.8	-8.7	52.2*	-3.7	22.5	2.6	10.2
O=C(NCc1ccco1)C(c1cccnc1)N(C(=O)Cn1nnc2ccccc21)c1ccccc1 (stereo not drawn)
    -3.0	0.7	4.9	-6.4	30.5	-8.6	20.6	5.9	7.1
CC1=Nn2c(nnc2-c2cc(C)[nH]n2)SC1
    3.6	1	-0.1	2.7	-4.0	-3.5	-29.1	1.5	-2.6
CCCn1c(NC(=O)c2ccc(Cl)c(S(=O)(=O)N3CCCC3)c2)nc2ccccc21
    10.1	0.2	10.5	-11.4	83.7*	3.9	-13.4	-5.5	4.2
COc1ccc(N2C(=O)C3CCCN3C2c2cccc(Br)c2)cc1 (stereo not drawn)
    3.0	0.5	-5.0	3.4	52.1*	-0.7	-12.3	-2.6	2.4
COc1ccc2c(COC(=O)c3n[nH]c4ccccc34)cc(=O)oc2c1
    4.2	0.4	3.7	-383.8	55.5*	-2.3	-16.8	4.1	.
COc1cc(/C(C#N)=C/c2ccccc2)c([N+](=O)[O-])cc1OC
    11.6	.	0.7	-7.2	.	-0.1	6.3	-0.9	4.9
Cc1cc(Cl)cc(Br)c1OCCNCC(C)O (stereo not drawn)
    -0.4	1	1.0	3.9	3.8	-6.7	-13.8	6.6	4.5
CCCSc1nnc2nc3c(nn12)c1ccccc1n3C
    -1.6	1	-0.5	-11.1	1.5	-7.9	-10.6	6.1	14.8
COc1cc(OC)cc(C(=O)N2CCN(c3ccccc3F)CC2)c1
    5.6	0.7	2.7	-11.5	28.1	0.9	-28.4	-1.5	4.2
Nc1nc(-c2cccnc2)nn1C(=O)CCc1ccccc1
    7.9	.	3.9	-4.4	.	7.9	0.1	-7.3	2.4
Cn1c(SCc2nc3ccccc3[nH]2)nnc1-c1cccnc1
    10.9	1	-0.5	14.2	-4.0	6.5	7.2	-8.5	3.2
O=C(COc1ccccc1)NCC1CCCO1 (stereo not drawn)
    4.6	.	-1.1	-10.9	.	-13.7	23.6	16.0	-3.4
CN(CCO)c1c2c(nc3cc(-c4cccc(F)c4)nn13)CCCC2
    7.5	0.4	-0.2	1.6	55.9*	13.5	-16.1	-10.1	0.6
O=C(CN(CCc1ccccc1)C(=O)Cn1nnc(-c2cccs2)n1)NCc1ccco1
    2.0	0.2	2.2	-13.6	81.0*	-5.6	-0.3	3.2	-4.5
CC1CN(C2CCN(S(=O)(=O)c3ccc4ccccc4c3)CC2)CC(C)O1 (stereo not drawn)
    6.5	1.6	-3.2	-9.8	-60.8	-12.8	-14.0	9.1	-0.4
O=c1oc2cc(O)ccc2cc1-c1ccc(F)cc1
    10.2	0.7	-9.3	-24.0	27.8	-10.4	-7.2	7.4	10.5
O=C(CSc1ncn(-c2ccccc2)n1)N1CCN(c2ccccc2)CC1
    6.4	0.4	-7.3	-22.0	58.6*	5.0	5.7	-5.8	4.4
CCn1c(/C=C/c2cccc([N+](=O)[O-])c2)nc2ccccc2c1=O
    -4.9	0.7	-9.9	-12.3	28.5	-3.5	-5.6	0.9	.
O=C(c1cccc(C(F)(F)F)c1)N1CCN(c2cc(=O)[nH]nc2-c2ccccc2)CC1
    -3.1	0.9	2.3	-9.8	11.0	-0.7	32.1	2.2	.
CCCNCc1cc(Cl)c(OCC)c(Cl)c1
    -1.9	.	1.9	-0.1	.	8.0	-5.5	-7.6	4.7
CCOC(=O)c1ccc(N2CC(O)=C(c3nc4ccccc4c(=O)[nH]3)C2=N)cc1
    68.3*	1.4	3.1	-8.2	-42.3	1.1	-13.9	-8.2	5.7
c1ccc(-c2nnc(-c3ccco3)o2)cc1
    4.9	1.1	7.5	-4.4	-14.6	-1.4	24.6	2.0	7.5
O=C1NCC(CN(c2ccccc2)c2ccccc2)O1 (stereo not drawn)
    2.7	0.7	-4.0	-1.9	30.0	4.0	-17.4	-5.0	-0.1
Cc1ccc(C(=O)C(C)OC(=O)C2=COCCO2)cc1C (stereo not drawn)
    3.0	1.2	-0.4	-3.3	-19.8	0.1	-21.7	-0.5	4.8
COc1ccc(CCN(C(=O)C(F)(F)F)C(C(=O)NC2CCCC2)c2cccs2)cc1OC (stereo not drawn)
    2.5	0.1	-9.7	-3.5	88.0*	4.9	-2.3	0.4	.
O=C(CCCN1C(=O)C2CCCCN2C1=O)N1CCN(c2ccc([N+](=O)[O-])cc2)CC1 (stereo not drawn)
    8.6	1	0.6	2.7	0.1	-0.3	-15.4	3.9	.
Cc1ccc(Cn2c(NCCCn3ccnc3)nc3c2c(=O)n(C)c(=O)n3C)cc1
    2.3	0	0.4	-14.3	98.7*	-5.4	14.2	4.7	-4.8
CCN(CC)CCNC(=O)C1c2ccccc2C(=O)N(C)C1c1cn(C)c2ccccc12 (stereo not drawn)
    -2.2	1	7.0	-2.8	1.7	9.4	-11.3	-7.8	-0.1
